Screening results deposited in PubChem by several laboratories.
RT RNaseH block – blocks HIV-1 RNase H cleavage of RNA/DNA duplex; P04585; 65,000 tested, 1.9% active; RT-RNase H RNA/DNA duplex cleavage, fluorescence; AID 565; inhibition, % at 10 µM; in the data active = inhibition above about 50%
RmlCD inh mix – mixture blocks RmlC and RmlD coupled enzyme activity | RmlC/RmlD coupled enzyme inhibition, 384-well mixture HTS | inhibition, % at 5.5 µM | 110,000 tested, 0.39% active | AID 1532; in the data active = inhibition above about 30%, passing the limit was not always enough; inconclusive = no clear call, values can overlap the other calls; note: strong numbers were not always called active
An asterisk follows results filed as active; ? = inconclusive; . = no result given; & = joins results of further samples.

structure | RT RNaseH block | RmlCD inh mix
CC(=O)CC1(O)C(=O)N(Cc2ccccc2)c2ccccc21 (centres undefined) | . | 2.6
Cc1ccc(Cl)cc1N1CCN(C(=O)COc2ccc(S(=O)(=O)NC(C)C)cc2)CC1 | -7.5 | -7.7
CCN1C(=O)c2ccc(C(=O)NCc3ccccc3)cc2C1=O | 0.4 | -7.7
COc1ccc(C(C(=O)NC2CCCC2)N(C(=O)c2snc(-c3ccc(F)cc3)c2N)c2ccc(OC)cc2)cc1 (centres undefined) | . | 2.0
CCCc1cc(C(=O)NC2CCCCC2)no1 | 1.6 | 3.3
COCCCn1c(SCC(=O)NCc2ccccc2)nc2ccccc2c1=O | . | -4.9
Cc1nc(Nc2ccc3c(c2)OCO3)c2oc3ccccc3c2n1 | . | -11.7
CC(=O)NC1CC2CCCC(C1)N2C(=O)Nc1ccc(Cl)c(C(F)(F)F)c1 (centres undefined) | -23.3 | -3.7
CCN(C(=O)c1coc(=O)c(Br)c1)c1ccc2c(c1)OCO2 | 2.4 | 123.8*
O=C1CCC(C(=O)Nc2ccc(OC(F)F)cc2)N1 (centres undefined) | -5.7 | -68.7
Cc1nc(NC(=O)CSc2nc3cccnc3n2C2CCCCC2)sc1C | 23.3 | 2.6
Cc1cc(CN2CCN(CCC#N)CC2)c(O)c(C2(C)CCCCC2)c1 | -9.5 | 8.0
CCn1c(C(=O)N2CCc3ccccc3C2)cc2sccc21 | -48.2 | -33.2
Cc1csc(NC(=O)CCCSc2nc3ccccc3s2)n1 | -36.9 | 9.3
CC(C)OCC(O)Cn1c(N2CCCC2)nc2c1c(=O)[nH]c(=O)n2C (centres undefined) | -8.5 | 13.9
Cc1cccc(-n2c(SCc3cc(=O)n4ccsc4n3)nc3ccccc3c2=O)c1 | . | 8.5
COc1ccc(-n2ncc(S(=O)(=O)c3ccccc3)c2-c2ccc(Cl)cc2)cc1 | . | 5.5
Cc1cc(C(=O)N/N=C/c2cccc(Cl)c2Cl)no1 | . | -13.7
O=C(Cn1cnc2ccccc21)NC(c1ccccc1)c1ccccc1 | . | -3.6
CC(=O)N1N=C(c2ccc(Cl)cc2)OC1c1ccc(C(C)C)cc1 (centres undefined) | . | -66.0

(next part)
structure | RT RNaseH block | RmlCD inh mix
COc1ccccc1CNC(=O)CCC(=O)Nc1nnc(C(C)C)s1 | . | 1.0
CCOC(=O)N1CCC(NC(=O)c2ccc3c(Cl)c4c(nc3c2)CCCC4)CC1 | . | 6.9
CCc1ccc2nc(N3CCN(C)CC3)c(C#N)cc2c1 | 8.5 | 96.4
Cc1cccc(CSc2nnc(NC(=O)c3ccco3)s2)c1 | . | -6.1
C=CCNC(=O)c1ccccc1NC(=O)c1ccccc1C | . | 9.4
CC(C)Sc1nc2ccccc2c(=O)[nH]1 | . | -2.9
CC(C)OC(=O)CSc1n[nH]c(-c2cccnc2)n1 | -8.7 | -1.9
Cc1cc(NC(=O)c2cc3nc(C4CC4)cc(C(F)(F)F)n3n2)no1 | 3.1 | 9.0
COCCNC(=O)c1onc(CSc2ccc(C(C)C)cc2)c1C(=O)O | . | 5.9
COCCNS(=O)(=O)c1ccc(C2CNC(=O)C2)cc1 (centres undefined) | -8.6 | -8.0
CC(C)(C)n1nnc(CCc2nnn(C(C)(C)C)n2)n1 | -7.2 | 18.4
CC(C)(C)OC(=O)N[C@@H](Cc1ccccc1)c1nnc(SCC(=O)O)o1 | -6.3 | -6.1
CC(C)(C)N=Cc1cc(-c2ccccc2)sc1O | . | -1.0
Cc1ccc(S(=O)(=O)N2CCN(C(=O)Cc3ccccc3)CC2)cc1 | . | -16.2
O=C(c1cccn2c(=O)c3ccccc3nc12)N1CCN(c2ccccn2)CC1 | 5.7 | 11.7
Cn1ccnc1P(=S)(c1nccn1C)N1CCOCC1 | 87.1* | 6.8
Cc1ccc(N(C(=O)C2CCCC2)C2C=CS(=O)(=O)C2)cc1C (centres undefined) | -5.0 | -3.6
CC(C)CCOP(=O)(c1ccc(N(C)C)cc1)C(O)c1ccccc1F (centres undefined) | -5.3 | -5.7
c1coc(-c2nnc3sc(Cc4cccs4)nn23)c1 | 50.1* | 24.6
Cc1ccc(-n2nnnc2-c2cnc3ccc(Cl)cc3c2-c2ccccc2)cc1 | . | ?

Additional compounds follow:
structure | RT RNaseH block | RmlCD inh mix
NC(=O)[C@@H]1CCCNc2c(I)cc([N+](=O)[O-])cc2C(=O)N[C@@H](Cc2ccccc2)C(=O)N[C@@H](Cc2cnc[nH]2)C(=O)N1 | . | 15.4
COc1ccc(NC(C)=O)cc1NC(=O)CSc1nnc(-c2ccccc2)n1N | -7.5 | .
COc1ccc(C2NCc3ccc4c(c3-n3cccc32)OCO4)cc1OC (centres undefined) | -3.8 | -10.3
CCCc1cc(=O)n2[nH]c(NCc3ccccc3Cl)nc2n1 | 8.0 | 130.1
CC(C)Cc1cc(C(=O)N2N=C(C(F)F)CC2(O)C(F)F)c2ccccc2n1 (centres undefined) | . | -27.2
OC(COCc1cccs1)CN1CCN(c2ccccn2)CC1 (centres undefined) | -2.1 | -11.5
COc1cccc(C2CC(c3ccccc3Cl)Nc3nc(N)nn32)c1 (centres undefined) | -8.4 | 9.3
Cc1nn(C)cc1C1C2=C(CC(C)(C)CC2=O)OC2=C1C(=O)CC(C)(C)C2 | 7.2 | -21.4
COCCn1c(SCC(N)=O)nc2c(c1=O)SC(C)C2 (centres undefined) | 1.2 | -9.2
Cc1cc(Nc2ccc(Br)c(C)c2)n2nc(C)nc2n1 | -9.0 | -8.2
CC(=O)Nc1ccc(OCC(O)CN2CCN(c3cc(Cl)ccc3C)CC2)cc1 (centres undefined) | -3.3 | -42.2
CC(C)Oc1ccc(C(=O)NC2(C(F)(F)F)N=C3SCCN3C2=O)cc1 (centres undefined) | . | -11.3
O=C(NC1(C(F)(F)F)N=C(c2ccccc2)NC1=O)c1ccc(Cl)cc1Cl (centres undefined) | . | 1.4
CCOC(=O)c1ccc(NS(=O)(=O)c2c(N)[nH]c(=O)[nH]c2=O)cc1 | . | 5.1
CCCCCCCCNC(=O)C(CCC(=O)OCc1ccccc1)NC(C)=O (centres undefined) | . | 3.8
CC(C)CC(C(=O)Nn1cnnc1)N1C(=O)c2ccccc2C1=O (centres undefined) | -0.8 | -8.1
Oc1ccc(O)cc1 | . | 3.3
CCOC(=O)C1CCCN(C(=O)COC(=O)c2cc(=O)c3ccccc3o2)C1 (centres undefined) | -10.5 | 2.0
CCCC1(C)Nc2ccccc2-c2nc3ccccc3n21 (centres undefined) | . | -48.7
CCOC(=O)c1[nH]cnc1C(=O)Nc1ccncc1 | -23.3 | -16.1

More compounds follow:
structure | RT RNaseH block | RmlCD inh mix
Oc1ccccc1-c1nnc(SCCN2CCOCC2)n1Cc1ccccc1 | 7.0 | -2.3
COC(C[C@@H]1O[C@H]1[C@@H](O)COCc1ccccc1)OC | . | -4.6
COc1cc2cc(C(=O)Nc3ccccc3)c(N)nc2cc1OC | -9.2 | 0.8
O=C(O)C1=C[C@H](c2ccc(Br)cc2)C[C@H](OCc2ccc(CO)cc2)O1 | . | -6.6
COC(=O)Nc1nc(C)c(C(=O)c2ccccc2)s1 | . | -9.2
CC(C)c1nnc(NC(=O)CCC(=O)Nc2ccc(F)cc2)s1 | 3.7 | 3.4
COC(=O)c1ccc(COc2ccc3c(C)c(C)c(=O)oc3c2)o1 | -6.3 | -12.5
CC1=C([N+](=O)[O-])C(c2ccccc2)C2=C(N1)c1ccccc1C2=O (centres undefined) | . | 72.2
COc1ccc(-n2c(C)nn(C)c2=O)c(OC)c1 | . | 5.1
CCOC(=O)c1c(C)c(C(=O)NCc2ccccn2)c(C)n1CC | -1.1 | 14.3
CCCn1cnc2c(c1=O)c1nc3ccccc3nc1n2CCc1ccccc1 | 15.9 | 9.6
CC1CCCC(NC(=O)Nc2cccs2)C1C (centres undefined) | . | -2.8
Cc1sc2nc(CN(Cc3cccs3)C(=O)C3CC3)[nH]c(=O)c2c1C | -6.2 | -14.3
O=C1COc2ccc(C(=O)c3ccccc3)cc2CN1 | -42.8 | 3.7
COC(=O)[C@@H]1[C@@H](C)OC(=O)N[C@H]1c1ccccc1 | . | 3.0
Cc1nn(-c2ccc(F)cc2)c2c1cc(C#N)c1nc3ccccc3n12 | 41.6 | -264.1
COc1ccccc1-c1c(C(F)(F)F)oc2cc(OC(=O)c3ccccc3[N+](=O)[O-])ccc2c1=O | . | -91.7
CC1(C)CC(c2csc(N)n2)CCO1 (centres undefined) | -7.8 | -9.8
Cc1ccn(Cc2n[nH]c(=S)n2Cc2ccccc2)n1 | . | -11.8
CCCn1c(N)c(N(C)C)c(=O)n(CC(=O)Nc2ccc(OC(F)(F)F)cc2)c1=O | -1.4 | 3.5

Sorted by SMILES length (ascending): part of the list above.
structure | RT RNaseH block | RmlCD inh mix
CC(C)Sc1nc2ccccc2c(=O)[nH]1 | . | -2.9
OC(COCc1cccs1)CN1CCN(c2ccccn2)CC1 (centres undefined) | -2.1 | -11.5
CC(=O)NC1CC2CCCC(C1)N2C(=O)Nc1ccc(Cl)c(C(F)(F)F)c1 (centres undefined) | -23.3 | -3.7

Other compounds.
structure | RT RNaseH block | RmlCD inh mix
CC(C)c1[nH]nc2c1C1(CCN(Cc3ccccc3)CC1)C(C#N)=C(N)O2 | -24.2 | 4.2
COC(C[C@H]1O[C@@H]1C(=O)[C@H](C)OCc1ccccc1)OC | . | 4.1
Nc1ccc(N2CCN(C(=O)c3ccco3)CC2)cc1 | . | -6.1
O=C(CN1CCC(c2nc3ccccc3s2)CC1)NCc1ccccc1 | . | 5.0
COc1cccc(Nc2ncnc3c2cnn3C)c1 | -9.0 | 3.7
CC(C)CN1CN(S(=O)(=O)c2cccs2)c2nc3ccccc3nc21 | -3.7 | -6.1
COC(=O)COc1ccc(S(=O)(=O)Nc2ccc(NC(C)=O)cc2)cc1C | -16.0 | -8.2
Cc1c(C(=O)O)sc2ncn(C)c(=O)c12 | -9.7 | 9.8
O=S(=O)(c1ccccc1)c1nc(-c2ccco2)oc1NCCN1CCOCC1 | . | 7.3
Cc1ccc(NCc2nnc(SCC(=O)OC3CCCCC3)o2)c(C)c1 | -8.0 | ?
COc1ccc(-n2c(=O)cc(N3CC(C)OC(C)C3)[nH]c2=O)cc1 (centres undefined) | 1.5 | 5.9
Cc1ccn2cc(CCNC(=O)Cc3cccs3)nc2c1 | . | 6.2
CC(=O)C1C(c2ccc(F)cc2)NC(=O)NC1(O)C(F)(F)F (centres undefined) | -9.2 | .
Cn1c(N2CCOCC2)nc2c1c(=O)n(Cc1ccc(Cl)cc1)c(=O)n2C | -5.9 | -5.4
COc1ccc(N2CCN(C(c3ccccc3OC)c3nnnn3C3CCCC3)CC2)cc1 (centres undefined) | 16.5 | 0.3
CCOC(=O)N1CCN(C(=O)CCSc2ccc(Cl)cc2)CC1 | . | 0.9
COc1ccc(-c2nc(CS(=O)CC(=O)NCc3ccco3)c(C)o2)cc1OC (centres undefined) | -1.6 | 3.6
COC(=O)CNc1nc(-c2cccnc2)nc2ccccc12 | -5.8 | -12.8
NCCS(=O)(=O)O | . | 20.3
O=C(Nc1cccnc1)c1ccc(NC(=O)c2ccco2)cc1 | -11.7 | 2.9

Other results
structure | RT RNaseH block | RmlCD inh mix
O=C(c1ccc(F)cc1)N1C2CCC1CC(O)(c1ccccc1F)C2 (centres undefined) | 1.4 | -9.4
Cc1noc(/C=C/N(C)C)c1S(=O)(=O)N1CCCC(C(=O)NCc2cccs2)C1 (centres undefined) | -7.5 | 16.8
CCc1nnc(NS(=O)(=O)c2ccc(N3C(=O)C4CC=C(Cl)CC4C3=O)cc2)s1 (centres undefined) | 6.0 | 2.0
CC(C)(C)n1ncc2c(=O)n(CC(=O)NC3CCCCC3)cnc21 | -14.9 | -11.0
CN(C1CCCCC1)S(=O)(=O)c1ccc(Cl)c(C(=O)O)c1 | -8.2 | 5.0
CC(C)C(=O)NC(NCC1CCCO1)C(Cl)(Cl)Cl (centres undefined) | . | -13.5
O=C(c1cc(-c2ccccc2)nn1CC1CC(c2cccnc2)=NO1)N1CCOCC1 (centres undefined) | . | -0.9
COc1ccc(C2(CNC(=O)c3ccco3)CCOCC2)cc1 | . | 4.0
Cc1cc(NC(=O)CCCS(=O)(=O)c2nc(-c3cccs3)cc(C(F)(F)F)n2)no1 | 2.4 | 8.4
CC(=O)c1sc2ccccc2c1OC(=O)c1ccco1 | -23.3 | .
COc1ccc(OC(=O)CCCN2C(=O)c3ccccc3C2=O)cc1 | -22.9 | -6.7
CCOC(=O)C1CCN(S(=O)(=O)c2cn(C)c(=O)n(C)c2=O)CC1 | -8.1 | 9.9
CCN(CC)CCOCCOc1cc(C)c(Cl)c(C)c1 | . | 5.5
Cc1onc(-c2ccccc2)c1C(=O)OCC(=O)Nc1ccc2c(c1)OCO2 | -3.5 | 6.4
O=C(COc1ccc(Cl)cc1Cl)NCCCN1CCOCC1 | -1.7 | -12.4
CCOC(=O)C(CC)n1cnc2sc3c(c2c1=O)CCC3 (centres undefined) | -5.5 | -9.8
CC1Cn2c(nnc2-c2cccc(N)c2)S1 (centres undefined) | -1.2 | -9.4
CCC1Oc2ccc(C)cc2N(CC(=O)NCc2cccc(OC)c2)C1=O (centres undefined) | -1.8 | 8.3
O=c1c2ccccc2nc2n1CCC2O (centres undefined) | . | 2.7
O=C1NC[C@H](c2ccccc2)N(CC2CCCCC2)C1=O | . | 10.8

Going on with the list:
structure | RT RNaseH block | RmlCD inh mix
O=C(Nc1cccc2nsnc12)c1cccs1 | -9.4&-12.6 | -1.5&-24.2
COc1ccc2nc(NC(=O)C3CCN(S(=O)(=O)c4cccnc4)CC3)sc2c1 | . | 2.9
CC(=O)Oc1ccc2ccccc2c1C(NC(=O)C(C)C)c1cccc([N+](=O)[O-])c1 (centres undefined) | . | 0.0
COc1cccc(-n2c(SCC(=O)N3c4ccccc4CC3C)nnc2-c2ccco2)c1 (centres undefined) | . | 12.3
O=C(COc1nncc2ccccc12)NCCC1=CCCCC1 | -13.2 | -14.4
C=CCn1c(SCC(=O)NCC2CCCO2)nnc1C1CCCCC1 (centres undefined) | 0.5 | -133.5

Some of the compounds tested; count on the stated rates, not on these rows.
